Assay outcomes: PubChem BioAssay, several laboratories
NRP1-CendR mod: modulators of CendR peptide binding to NRP-1, primary screen, biochemical, fluorescence polarization, uHTS; Neuropilin-1 (Homo sapiens), O14786; FAM-RPARPAR peptide binding to NRP-1; inhibition, % at 25 µM; 360,000 tested, 0.85% active;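 active = inhibition or corrected inhibition above about 18%, plus a signal ratio from 0.5 to 1.5, limit read from the data, passing the limit was not always enough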; also: strong numbers were not always called active
Target sequence (O14786 whole entry, looked up): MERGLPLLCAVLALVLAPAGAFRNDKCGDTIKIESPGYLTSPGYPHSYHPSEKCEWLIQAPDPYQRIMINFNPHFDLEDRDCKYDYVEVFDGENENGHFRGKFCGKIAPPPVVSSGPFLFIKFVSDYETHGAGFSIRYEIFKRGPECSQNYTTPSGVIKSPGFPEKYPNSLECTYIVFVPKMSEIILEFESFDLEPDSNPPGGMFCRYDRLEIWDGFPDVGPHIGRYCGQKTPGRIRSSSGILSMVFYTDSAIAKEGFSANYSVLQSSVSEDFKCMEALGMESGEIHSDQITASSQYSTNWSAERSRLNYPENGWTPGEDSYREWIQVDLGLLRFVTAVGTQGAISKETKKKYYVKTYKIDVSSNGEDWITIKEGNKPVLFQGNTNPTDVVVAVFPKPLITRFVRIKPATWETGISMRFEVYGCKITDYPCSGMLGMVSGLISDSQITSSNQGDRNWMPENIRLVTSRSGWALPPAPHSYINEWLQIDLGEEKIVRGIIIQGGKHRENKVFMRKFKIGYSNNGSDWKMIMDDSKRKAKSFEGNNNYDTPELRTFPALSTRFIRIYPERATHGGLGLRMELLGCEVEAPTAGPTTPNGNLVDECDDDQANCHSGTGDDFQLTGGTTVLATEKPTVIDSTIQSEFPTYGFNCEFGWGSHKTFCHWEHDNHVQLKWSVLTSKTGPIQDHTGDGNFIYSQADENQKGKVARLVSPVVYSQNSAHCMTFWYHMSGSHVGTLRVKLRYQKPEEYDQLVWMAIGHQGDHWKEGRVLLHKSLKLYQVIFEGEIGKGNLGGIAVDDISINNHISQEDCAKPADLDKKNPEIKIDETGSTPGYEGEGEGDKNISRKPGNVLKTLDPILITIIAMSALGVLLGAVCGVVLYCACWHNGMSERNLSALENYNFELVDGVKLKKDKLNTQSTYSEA
SKN-1 inh: suppressors of acrylamide-induced Pgst-4::GFP reporter in worms, primary screen, SKN-1 inhibitor project, whole organism, uHTS, GFP/RFP fluorescence ratio, strain VP596; 360,000 tested, 0.49% active; inhibition, % at 21.8 µM; C. elegans VP596 Pgst-4::GFP/RFP ratio, 24 h; AID 624304, 2012;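 active = interference check ratio from 0.5 to 1.5 plus GFP to RFP signal ratio inhibition reaching or exceeding a fixed threshold, cut at about 30% in these data, passing the limit was not always enough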; also: some compounds called inactive have numbers as strong as hits
Neddyl block: inhibitors of cullin neddylation, primary screen, biochemical, TR-FRET, uHTS, NAE and Ubc12 | calls only at 25 µM | 360,000 tested, 0.58% active | NEDD8-conjugating enzyme Ubc12 (Homo sapiens) + NEDD8-activating enzyme E1 regulatory …; in the data active = inhibition above about 36%
Tb MetRS inh: T. brucei MetRS inhibitors, primary screen, biochemical, luminescence | methionyl-tRNA synthetase (Trypanosoma brucei brucei) | purified T. brucei MetRS, ATP depletion, Kinase-Glo luminescence | inhibition, % at 11.9 µM | 360,000 tested, 0.4% active;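 active = inhibition above a per-plate cutoff of the control wells' mean inhibition plus 3 SD, cut at about 5.5% in these data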;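 also: 0% = DMSO wells median and 100% = median of wells with control inhibitor compound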
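Test system – parasite MetRS enzyme · Reagent – substrates ATP, L-methionine and bulk Escherichia coli tRNA · Doses – 11.9 µM compound single dose, 0.9% DMSO · Times – 15 min enzyme-compound preincubation, 2 h reaction, 10 min detection, 25 °C · Signal – Kinase-Glo luminescence, ATP depletion format · Controls – DMSO-only wells as low control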
DNMT1 block: human DNMT1 methyltransferase inhibitors, primary screen, biochemical, molecular beacon, fluorescence, HinP1I cleavage, uHTS; AID 588458, 2011; inhibition (reported as % activation of signal), % at 10 µM; DNA (cytosine-5)-methyltransferase 1 (Homo sapiens), P26358; 360,000 tested, 0.83% active; in the data active = inhibition above about 50%
NadD inh: inhibitors of S. aureus NadD, primary screen, biochemical, colorimetric, uHTS | inhibition, % at 20 µM | 360,000 tested, 0.78% active | Nicotinate-nucleotide adenylyltransferase NadD (Staphylococcus aureus N315) | purified NadD enzyme, colorimetric absorbance read-out; in the data active = inhibition above about 26%; also: some compounds past the cut are filed as inactive
STEP block: STEP phosphatase inhibitors, primary screen, biochemical, fluorescence intensity, uHTS; 360,000 tested, 0.25% active; recombinant STEP, OMFP fluorogenic substrate; inhibition, % at 20 µM; AID 588621, 2011; Tyrosine-protein phosphatase non-receptor type 5 (Homo sapiens), P54829;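 active = inhibition at 20 µM, scaled per plate between control wells, above about 37%, limit read from the data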;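 also: 0% = DMSO with enzyme and substrate and 100% = substrate only without enzyme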
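System: isolated STEP enzyme; schedule: 20 min enzyme reaction at room temperature, protected from light; medium: Bis-Tris buffer pH 6.0, 2.5 mM DTT, 0.005% Tween 20; signal: fluorescence, 480/540 nm; dosing: single compound dose of 20 µM, 1% DMSO final; also added: OMFP substrate, 25 µM final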
LMPTP block: LMPTP phosphatase inhibitors, primary screen, biochemical, fluorescence intensity, uHTS; Low molecular weight phosphotyrosine protein phosphatase (Homo sapiens), P24666; recombinant LMPTP-A, OMFP fluorogenic substrate; inhibition, % at 20 µM; 360,000 tested, 0.22% active; AID 651560, 2012;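 active = compounds that cut the enzyme signal by at least half of the control window in the single-dose screen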;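 also: plate controls were DMSO wells with enzyme plus substrate for no effect and substrate without enzyme for full effect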
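Assay system: LMPTP-A enzyme. Input: 0.625 nM LMPTP-A final. Probe or stimulus: 400 µM OMFP. Compound dosing: single 20 µM dose. Schedule: 50 min dark incubation at room temperature. Detection: fluorescence intensity of OMFP turnover product. Read-out: percent inhibition versus substrate-only and uninhibited controls. Benchmarks: no-enzyme low control, uninhibited high control.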
Scp-1 inhibitor: Scp-1 phosphatase inhibitors, primary screen, biochemical, colorimetric, uHTS; Carboxy-terminal domain RNA polymerase II polypeptide A small phosphatase 1 (Homo …; Recombinant Scp1, phosphopeptide, malachite green phosphate absorbance; inhibition, % at 20 µM; 340,000 tested, 0.88% active; AID 493091, 2011;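 active = inhibition above about 50% at 20 µM, limit read from the data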;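 also: plate controls were DMSO wells with enzyme for no effect and wells lacking enzyme for full effect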
Target sequence (Q9GZU7 76-261 limits assumed): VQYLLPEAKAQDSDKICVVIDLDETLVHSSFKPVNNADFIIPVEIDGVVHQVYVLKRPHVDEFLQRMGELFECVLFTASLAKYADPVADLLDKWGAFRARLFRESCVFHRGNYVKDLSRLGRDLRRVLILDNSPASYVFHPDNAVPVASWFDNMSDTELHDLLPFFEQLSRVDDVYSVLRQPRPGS
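Incubation: 45 min enzyme reaction at room temperature / System: truncated SCP-1 phosphatase (76-261aa) / Reagent: Phospho 17-mer peptide substrate / Buffer or medium: Acidic Tris acetate buffer with magnesium and detergent / Signal: absorbance at 630 nm / Doses: one concentration, 20 µM, with 1.0% DMSO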
SUMO1-SIM PPI: modulators of SUMO1 protein-protein interactions, primary screen, biochemical, uHTS. Small ubiquitin-related modifier 1 (Homo sapiens), P63165. SUMO1 binding to a labelled peptide, TR-FRET, 1 h. inhibition, % at 20 µM. 360,000 tested, 0.33% active; in the data active = inhibition above about 37%
Active calls of the source: *; i = inactive; nt = not tested or not shown.

SMILES	NRP1-CendR mod	SKN-1 inh	Neddyl block	Tb MetRS inh	DNMT1 block	NadD inh	STEP block	LMPTP block	Scp-1 inhibitor	SUMO1-SIM PPI
CCOC(=O)Cc1c(C)c2c(C)[nH]nc2oc1=O	43*	-14	i	-0.4	-7	2	-2	0.9	1	0
CC(=O)c1ccc(S(=O)(=O)N2CCCC(N(C)CCc3ccccc3)C2)cc1 (centres undefined)	-7	-11	i	-0.8	-6	-1	3	-0.4	-5	-3
CCOc1cccc(C(=O)NC(=S)Nc2ccccc2)c1	-4	0	i	-0.4	-3	-5	2	1.5	-7	1
CCC(C)(C)NC(=O)CN(C(=O)c1snc(C(N)=O)c1N)c1ccc2c(c1)OCCO2	-9	6	i	-0.2	-3	0	4	-1.1	-6	-8
O=C(c1cc(COc2c(F)cccc2F)on1)N(Cc1ccccc1)CC1CC1	-1	9	i	-0.3	-1	-7	3	2.3	-12	4
COC(=O)Cc1c(C)c2ccc(OCC(=O)N3CCCC3)c(C)c2oc1=O	-1	3	nt	-0.1	1	5	0	2.6	-7	-5
CN(C(=O)c1ccc(Cl)cc1)C1=CCCCC1CCC#N (centres undefined)	-9	-2	i	-0.7	2	6	-3	1.0	-6	1
COc1ccc(OC)c(NC(=S)NCCC(c2ccccc2)c2ccccc2)c1	14	22	i	0.0	-3	-5	22	6.0	-7	-2
NC(=O)C1CCN(C(=S)NCCc2ccccc2)CC1	3	0	i	-0.5	0	-4	6	-1.9	-9	2
COc1ccccc1CNc1nc(NCCOc2ccccc2)c2sccc2n1	21	-1	i	0.5	-12	21	5	17	nt	-3
COCCCNC(=O)C1CCC(=O)N1Cc1ccccc1Cl (centres undefined)	12	16	i	-0.2	-2	4	-4	-3.7	-15	-6
OC(COc1ccccc1F)CN1CCC(Cc2ccccc2)CC1 (centres undefined)	-1	15	i	-1.5	1	-9	-2	0.1	3	2
O=C(CSc1nnc(NC(=O)c2ccccc2[N+](=O)[O-])s1)NCc1ccco1	12	8	i	-0.5	13	-4	0	1.7	12	-7
CCCN(CCC)C(=O)CC(c1ccccc1)c1cc(Br)ccc1O (centres undefined)	-6	8	i	0.1	3	-14	1	3.4	-4	6
CC(=O)c1ccc(NC(=O)CCCC(=O)c2ccccc2)cc1	9	16	i	-0.7	-3	-7	-4	-1.6	-13	3
FC(F)(F)c1cccc(CNC(=S)Nc2ccccc2)c1	24	8	i	15*	5	2	1	0.4	3	0
C=C1[C@@H](OC(C)=O)C=C[C@@]2(C)C=CC(=O)[C@@](C)(OC(C)=O)[C@@H]2[C@@H](OC(C)=O)[C@]2(O)[C@@H](C)C(=O)O[C@H]2[C@H]1Cl	6	8	i	0.4	1	1	0	-0.4	nt	-3
O=C(Nc1cc(Sc2ccccn2)cc([N+](=O)[O-])c1)c1cccc(Cl)c1	-10	8	i	-0.8	-18	3	1	3.7	0	-9
N#CC1=C(N)Oc2cc(O)c(C=Nc3ccccc3)cc2C1c1ccccc1 (centres undefined)	-110	5	i	0.0	-3	5	-6	-0.4	-10	-2
CCCCNC(=O)c1onc(CSc2ccccc2CC)c1C(=O)O	-6	12	i	0.8	1	-3	1	-2.3	-10	6

Fetched by compound from above:
SMILES	NRP1-CendR mod	SKN-1 inh	Neddyl block	Tb MetRS inh	DNMT1 block	NadD inh	STEP block	LMPTP block	Scp-1 inhibitor	SUMO1-SIM PPI
COCCCNC(=O)C1CCC(=O)N1Cc1ccccc1Cl (centres undefined)	12	16	i	-0.2	-2	4	-4	-3.7	-15	-6
C=C1[C@@H](OC(C)=O)C=C[C@@]2(C)C=CC(=O)[C@@](C)(OC(C)=O)[C@@H]2[C@@H](OC(C)=O)[C@]2(O)[C@@H](C)C(=O)O[C@H]2[C@H]1Cl	6	8	i	0.4	1	1	0	-0.4	nt	-3
CC(=O)c1ccc(NC(=O)CCCC(=O)c2ccccc2)cc1	9	16	i	-0.7	-3	-7	-4	-1.6	-13	3

Following part:
SMILES	NRP1-CendR mod	SKN-1 inh	Neddyl block	Tb MetRS inh	DNMT1 block	NadD inh	STEP block	LMPTP block	Scp-1 inhibitor	SUMO1-SIM PPI
O=C(OCc1ccc(F)cc1)c1cc(=O)c2ccccc2o1	2	12	i	1.5	2	-5	2	0.4	-12	-19
COc1ccccc1C1NC(=O)NC(C)=C1C(=O)OCC1CCCCC1 (centres undefined)	-3	7	i	-0.3	4	3	-2	0.3	nt	6
Cc1nc(Nc2ccc(S(N)(=O)=O)cc2)oc1C	26*	-19	i	-1.2	0	4	-2	-2.9	-7	4
O=C(CCN1CCN(Cc2ccccc2)CC1)NNC(=O)Nc1cccc(C(F)(F)F)c1	3	10	i	0.2	1	-5	-1	-0.7	1	1
CN(C)S(=O)(=O)c1ccc(C(=O)Nc2ccccc2C(=O)O)cc1	4	-21	i	1.6	1	-2	-2	-1.1	-2	7
CCCCN(C)c1c(C)nc2ccc(C(=O)N(C)Cc3ccco3)cn12	6	-17	i	-0.3	-1	1	-2	-1.5	nt	6
CCN(c1ccc(NC(=O)COC(=O)C(C)N=C2NS(=O)(=O)c3ccccc32)cc1)C(C)C (centres undefined)	-4	3	i	-0.2	-7	3	-3	0.7	-3	2
CC(Oc1ccccc1F)c1nnc(SCC(=O)N(c2ccccc2)C2CCS(=O)(=O)C2)o1 (centres undefined)	-1	7	i	0.7	0	4	4	-0.5	-6	3
CC1(C)CC(=O)C=C(c2ccc(-c3cccc4c3sc3ccccc34)cc2)C1=O	-8	-2	i	-0.9	-2	5	2	1.3	nt	4
O=C(CSc1ncccc1C(=O)O)NC1CCCCC1	2	9	i	-0.5	-1	0	0	-1.5	-2	0
Cc1nn(C(C)c2nc(-c3ccccc3)no2)c(C)c1[N+](=O)[O-] (centres undefined)	0	-1	i	-1.0	-2	-4	2	-1.1	-1	1
COc1ccc(/C=C/C(=O)OCC(=O)Nc2ncc(Cl)cc2Cl)cc1	2	4	i	0.0	-1	1	2	0.6	-10	-8
O=C(CCNS(=O)(=O)c1cccc2nonc12)NCCc1ccc(Cl)cc1	10	-17	i	-0.8	-1	-2	3	-0.9	5	-19
Cc1cc(NC(=O)Cn2cc([N+](=O)[O-])cn2)n(Cc2ccc(F)cc2)n1	-2	-2	i	-0.3	-2	-8	0	-1.6	-3	-8
COc1ccc(C(O)c2nc(-c3cccc4cccnc34)cs2)cc1 (centres undefined)	-1	11	i	-0.1	-1	-1	-3	-0.2	nt	-17
CCN(CC)c1ccc(NC(=O)CCCOc2cccc(C)c2)cc1	-28	2	i	-0.1	2	-1	-1	0.3	-1	-1
O=C(NCc1ccccc1)C(=O)NCC1OCCN1S(=O)(=O)c1cccs1 (centres undefined)	0	-11	i	0.2	-10	2	-2	0.7	-4	1
COCc1nc2sc(C)c(C)c2c(=O)[nH]1	-2	7	i	0.6	-2	0	2	-0.8	-7	1
C=CCN(C(=O)CSc1nc2ccsc2c(=O)n1Cc1ccc(C(=O)O)cc1)c1ccccc1	11	2	i	-0.1	5	-1	6	0.2	nt	7
O=C(Cc1ccc(Cl)cc1)NCCCn1ccnc1	7	-12	i	0.1	0	-5	-2	-4.4	-4	-3
O=C(C[n+]1cccc(/C=N/O)c1)NC(=O)Nc1ccccc1	2	-8	i	0.2	nt	-1	nt	2.4	nt	-21
Cc1ccc(-c2c(C(=O)N/N=C/C3CC=CCC3)nnn2-c2nonc2N)cc1 (centres undefined)	4	-4	i	-0.3	0	3	-2	0.5	-7	-2
O=C(Nc1ccc(F)cc1)c1ccc2c(=O)n3c(nc2c1)CCCCC3	-14	7	i	0.3	1	-3	-4	-1.7	-8	-2
COC(=O)c1ccccc1NC(=O)c1noc2c1CCC2	-12	9	i	-0.2	99*	0	13	8.3	70*	2
c1ccc(-c2nnc(N3CCN(c4ccccn4)CC3)c3ccccc23)cc1	-1	5	i	-0.7	1	1	1	4.0	2	4
COC(=O)c1ccccc1NC(=O)CN(CCc1ccccc1)S(C)(=O)=O	15	-25	i	-0.2	-4	4	-3	0.4	0	4
FC(F)(F)c1cc(Cl)c2nnc(-c3cccnc3)n2c1	23	3	i	0.2	7	-11	-3	-1.2	3	-5
Cc1cccc(NC(=O)c2cccc(NS(=O)(=O)c3ccc(Cl)cc3)c2)c1	-3	-4	i	-0.4	-1	-3	0	0.9	-14	1
O=C(Nc1ccccc1)OCC(CN1CCCCC1)OC(=O)Nc1ccccc1 (centres undefined)	-8	-5	i	-0.8	-2	-3	1	-0.9	-11	1
NC(=O)Nc1ccc2c(c1)OCCO2	-2	-24	i	0.5	3	4	-2	-0.8	-2	0
Cc1ccc(-n2cc(C(=O)c3ccc4ccccc4c3O)cn2)cc1	8	-28	i	-0.2	6	1	1	-0.2	-8	1
O=C1c2ccccc2-c2c1cccc2C(=O)N1CCOCC1	12	-14	i	-1.6	3	11	-1	-0.7	-2	-14
COc1ccccc1N1CCN(C(=O)Nc2cccc(Cl)c2)CC1	-7	0	i	-0.8	-4	-6	2	0.1	-2	1
CCn1c(CSc2nnc(-c3ccc4c(c3)OCO4)o2)nc2cc(S(=O)(=O)N(C)C)ccc21	10	-4	i	-0.3	-2	7	-1	3.2	-1	0
CCCNc1nc2c(c(=O)[nH]c(=O)n2C)n1Cc1cccc(Br)c1	5	-2	i	0.3	1	-2	-1	-0.2	12	0
CC(Oc1cccc(Cl)c1)C(=O)NNC(=O)c1cccnc1 (centres undefined)	9	7	i	-0.2	-1	-1	-3	-1.6	-8	7
CCc1ccc(/C=C2/SC(N3CCOCC3)=NC2=O)cc1	11	8	i	-0.2	-4	-3	9	-1.2	-7	-22
CCCS(=O)(=O)N1CCCC(C(=O)Nc2ccc3c(c2)CCC3)C1 (centres undefined)	12	7	i	-0.1	-1	2	0	0.4	-6	-7
